WT yeast gro inh: growth inhibition of WT yeast, mitochondrial fusion screen | mitochondrial fusion phenotypic screen, WT strain | inhibition, % at 10 µM | hit rate 2.1% among 190,000; in the data active means inhibition above about 58%; tested in S. cerevisiae
GPR35 antagonists: GPR35 antagonists blocking zaprinast-driven arrestin recruitment, primary screen, imaging, U2OS, beta-arrestin-GFP, zaprinast agonist (AID 2058); U2OS GPR35 beta-arrestin-GFP translocation imaging, zaprinast antagonism; higher % means a stronger effect; inhibition, % at 10 µM, or IC50 in µM where a hit was titrated; hit rate 0.052% among 290,000;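 active means inhibition of at least 50% with at least 30 cells and total cytoplasm GFP at most 10,000,000; inconclusive means under 30 cells or total GFP of 10,000,000 plus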
AID2073: disruptors of CaV2.2 binding to Mint1 – biochemical, HTRF (AID 2073); HTRF protein-protein interaction, Mint1-CaV2.2; higher % means a stronger effect; hit rate 0.19% among 290,000; one-dose inhibition, % at 20 µM; IC50 in µM for titrated hits; in the data active means inhibition mostly above about 51%, no sharp cut-off; inconclusive means no clear call, values can overlap the other calls; inactive means mostly below about 53%; further: some results filed as inactive read as strong as hits
NTR1 agonist: NTR1-driven beta-arrestin-GFP spot formation – imaging, U2OS cells, high content, primary screen (AID 493036); P30989; agonist mode; activation, % at 20 µM; hit rate 0.17% among 330,000;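 active means activation at or above 40% of the spot to cytoplasm intensity ratio, with at least 20 cells analyzed; inconclusive means wells under 20 cells, flagged as cytotoxic or low count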;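 further: 0% = DMSO without peptide and 100% = 100 nM NTR1 peptide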
Target sequence (P30989 whole entry, looked up): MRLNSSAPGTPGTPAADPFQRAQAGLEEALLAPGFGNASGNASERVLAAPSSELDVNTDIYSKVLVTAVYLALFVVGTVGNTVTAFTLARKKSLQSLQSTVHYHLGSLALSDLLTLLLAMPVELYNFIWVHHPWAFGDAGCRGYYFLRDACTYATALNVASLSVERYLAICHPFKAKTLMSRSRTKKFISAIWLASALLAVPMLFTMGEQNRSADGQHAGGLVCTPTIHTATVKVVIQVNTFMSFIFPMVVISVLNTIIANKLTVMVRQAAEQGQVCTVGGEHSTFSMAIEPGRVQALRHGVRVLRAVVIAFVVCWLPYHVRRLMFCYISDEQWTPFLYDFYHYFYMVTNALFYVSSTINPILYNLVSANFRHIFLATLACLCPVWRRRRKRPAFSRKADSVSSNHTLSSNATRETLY
Autophagy HCS: modulators of autophagy. MEF GFP-LC3 puncta imaging; test concentration mostly 10 µM. calls only at 10 µM (by protocol). hit rate 0.98% among 190,000;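 active means percentage of spot-positive cells more than 3 SD above its plate mean, without a fluorescence outlier flag or 80% toxicity; inconclusive means no clear call, values can overlap the other calls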;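 further: spot-positive cell cutoff set from DMSO-treated cells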
LYP phosphatase: inhibitors of LYP phosphatase, biochemical, fluorescence intensity, uHTS (AID 1779); inhibition, % at 11.5 µM; hits with a dose series show IC50 in µM; recombinant LYP phosphatase, fluorescence intensity; higher % means a stronger effect; hit rate 0.054% among 290,000; in the data active means inhibition above about 50%;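 further: plate controls were vehicle with enzyme for no effect and no enzyme for full effect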
RSV CPE inhibition: inhibition of RSV-induced cytopathic effect – HEp-2 cells, primary 10 µM value included (AID 2391); HEp-2 cells, RSV-induced CPE inhibition; higher % means a stronger effect; one-dose CPE inhibition, % at 10 µM; IC50 in µM for titrated hits; hit rate 0.13% among 310,000; in the data active means a potency from the dose series; inconclusive means CPE inhibition mostly from about 23% at the one dose, without a potency; inactive means the rest, 99 in 100 with CPE inhibition below about 21%; further: strong numbers were not always called active
K1F lysis inhibition: protection from phage-mediated lysis, alamar blue read-out – E. coli UTI89, K1F phage, bacterial capsule biogenesis inhibitors (AID 488966). E. coli UTI89 K1F phage lysis, alamar blue, 2 h; higher % means a stronger effect. inhibition, % at 100 µM, or IC50 in µM where a hit was titrated. hit rate 0.02% among 340,000;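 active means phage lysis inhibition, versus mean bacterial control, above a set limit; inconclusive means no clear call, values can overlap the other calls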;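 further: capsule biogenesis inhibitors block K1F phage lysis so surviving cells raise fluorescence; higher fluorescence means more inhibition of phage lysis; actives were called in the ten point dose series up to 300 µM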
Dengue-2 NS5 capping: flavivirus cap methylation enzyme inhibition – biochemical, confirmation dose response, primary screen (AID 588689) | Dengue-2 NS5 methyltransferase capping enzyme assay, biochemical; higher % means a stronger effect | inhibition, % at 25 µM, or IC50 in µM where a hit was titrated | hit rate 0.3% among 340,000; in the data active means a potency from the dose series; inconclusive means inhibition above about 29% without an active follow-up result
WT yeast gro inh mutant strain: second read-out of WT yeast gro inh, no call of its own (marks repeat the call); inhibition, %; mitochondrial fusion phenotypic screen, mutant strain inhibition
Autophagy HCS cell loss 18 h: also measured in Autophagy HCS; calls as there; toxicity, %; measured here: cell loss, nuclei count;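 cell loss after 18 h compound exposure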
NTR1 agonist cell count 20 µM: recorded beside NTR1 agonist, whose call it bears; cell count; measured here: cell count, cytotoxicity flag
Starred values were filed as active, the others as inactive; i = inactive; ? = inconclusive; · = not tested or not shown; [ ] = dose if it differs, or a comment. Rows were taken by chance; any-hit rate near 2.6%.

| nr | Structure | WT yeast gro inh | WT yeast gro inh mutant strain | GPR35 antagonists | AID2073 | NTR1 agonist | NTR1 agonist cell count 20 µM | Autophagy HCS | Autophagy HCS cell loss 18 h | LYP phosphatase | RSV CPE inhibition | K1F lysis inhibition | Dengue-2 NS5 capping |
| --- | --- | --- | --- | --- | --- | --- | --- | --- | --- | --- | --- | --- | --- |
| 1 | Cc1ccc2[nH]c(=O)c(CN(CC3COCCO3)C(=O)Nc3ccccc3F)cc2c1 (stereo not given) | -5 | -10 | 3% | -5% | 1.0 | 33 | i | -3 | -6% | 0.3% | -0.4% | -12% |
| 2 | Cc1ccccc1OCC(=O)NC(=S)Nc1ccc(S(=O)(=O)NC2CCCCC2)cc1 | 21 | 10 | 4% | -14% | 6.1 | 50 | i | 0 | 1% | 1.2% | 2.3% | 7% |
| 3 | COCc1cc(C)n(CC(=O)N2CCCC2)c(=O)c1C#N | 2 | 6 | -12% | 9% | -1.3 | 70 | i | 13 | 6% | 2.6% | 0.4% | -6% |
| 4 | CCOC(=O)C1(Cc2ccc(Cl)cc2)CCN(C(=O)c2sc(C)nc2C)CC1 | 9 | -1 | -7% | 13% | -0.6 | 74 | i | 18 | -2% | 0.7% | -0.2% | -1% |
| 5 | NC(=O)NC(c1ccccc1)c1cccc2ccccc12 (stereo not given) | 35 | 19 | 1% | -2% | -0.4 | 48 | i | -5 | -10% | -0.5% | 12% | -3% |
| 6 | Cc1ccc(-n2[nH]c(=O)c(-c3ccccn3)c2C)cc1 | 6 | 18 | 6% | 18% | 0.7 | 79 | i | 21 | 0% | -0.5% | -0.1% | -1% |
| 7 | CCc1ccc(CN(C(=O)COc2c(C)cccc2C)C2CCS(=O)(=O)C2)cc1 (stereo not given) | · | · | -1% | 0% | 4.3 | 62 | · | · | -8% | 7.4% | 0.0% | 2% |
| 8 | CC1C/C(=C\c2cccnc2)C(=O)/C(=C/c2cccnc2)C1 (stereo not given) | 55 | 48 | 6% | 7% | · | · | i | 65 | 3% | -2.4% | -0.8%[50 µM] | 7% |
| 9 | CCOC(=O)[C@@H]1[C@H]2COc3ccc(Br)cc3[C@@H]2N2C(=O)N(c3ccc(C)cc3)C(=O)[C@]12C | · | · | 11% | 11% | 0.9 | 51 | · | · | -1% | 2.4% | 4.3% | 0% |
| 10 | Cc1ccc(NC(=O)c2ccc(Cl)c(S(=O)(=O)N3CCCCC3)c2)nc1 | · | · | · | · | 0.6 | 76 | · | · | · | 1.4% | 0.2%[50 µM] | 1% |
| 11 | O=C(CN(CC1CCCO1)C(=O)CNS(=O)(=O)c1ccc(Cl)cc1)NCc1ccco1 (stereo not given) | · | · | 11% | -11% | 8.0 | 62 | · | · | -5% | 0.7% | 0.0% | -5% |
| 12 | Cc1cccc(C)c1Nc1c(-c2ccccc2O)nc2ncccn12 | · | · | 1% | 3% | 4.1 | 59 | · | · | 6% | -0.5% | 0.1% | -2% |
| 13 | CC1CC(C)CN(S(=O)(=O)c2cc3c(cc2Cl)NC(=O)CO3)C1 (stereo not given) | · | · | -4% | -8% | -2.3 | 55 | · | · | -6% | -1.5% | 0.3% | -4% |
| 14 | CCC(=O)NC(=S)Nc1ccc(NC(=O)COc2ccc(Cl)cc2Cl)cc1 | · | · | 4% | -13% | 27 | 76 | i | 9 | -3% | 3.9% | 1.2% | 2% |
| 15 | COc1cc2ccccc2cc1C(=O)Nc1cc(C)ccn1 | · | · | -2% | -4% | 1.4 | 70 | · | · | -7% | 8.6% | 0.0%[50 µM] | -7% |
| 16 | Cc1ccc(N2C(=O)CC(n3nc(C)cc3C)C2=O)cc1 (stereo not given) | -5 | 4 | 15% | 1% | 0.6 | 44 | i | -8 | 0% | 1.8% | 5.0% | -2% |
| 17 | COc1c(Cl)cc(Cl)cc1C(=O)Nc1ccc(CN2CCOCC2)cc1 | · | · | -7% | -4% | 0.7 | 81 | · | · | -8% | -1.1% | 0.2% | -1% |
| 18 | CC1(C)C(=O)OC(C(=O)c2ccccc2)C2(CCCCC2)C1=O (stereo not given) | -16 | -15 | 23% | -2% | 0.8 | 55 | i | -3 | -9% | 2.4% | 2.7% | -1% |
| 19 | O=C(O)Cc1c(C(=O)O)nnn1-c1cccc(C(F)(F)F)c1 | 5 | 5 | 12% | 8% | 0.1 | 94 | i | 6 | -4% | 0.3% | 0.9% | -1% |
| 20 | N#CCCN(Cc1cccnc1)C(=O)c1ccc(S(=O)(=O)N2CCOCC2)cc1 | -13 | 2 | 10% | -9% | -0.5 | 58 | i | -3 | -1% | 0.2% | 0.4% | -3% |
| 21 | O=C(COc1ccccc1[N+](=O)[O-])N1CCN(S(=O)(=O)c2ccccc2)CC1 | -7 | 9 | -8% | 5% | 0.8 | 51 | i | -8 | -2% | 1.3% | 0.3% | 5% |
| 22 | O=C(NC1CCS(=O)(=O)C1)/C(=C\c1ccco1)NC(=O)c1ccccc1 (stereo not given) | · | · | -12% | -3% | 0.4 | 53 | · | · | 2% | 0.9% | 0.6% | 2% |
| 23 | COc1ccccc1NC(c1cccnc1)c1ccc2cccnc2c1O (stereo not given) | -9 | 1 | 0% | -13% | 1.5 | 54 | i | 10 | -3% | 2.6% | 1.4% | -10% |
| 24 | Cc1cc(C=O)c(C)n1-c1ccc(N2CCCCC2)c([N+](=O)[O-])c1 | 20 | 2 | -5% | 9% | -0.1 | 31 | i | -17 | 5% | 21% | 0.9% | 12% |
| 25 | Cc1nc2ccccc2c(=O)n1NC(=O)c1ccc([N+](=O)[O-])cc1 | 9 | -13 | 5% | -4% | 2.1 | 47 | i | 14 | -3% | -1.8% | -0.7% | 4% |
| 26 | COC(=O)CSc1nc(-c2cccs2)ccc1C#N | 16 | 3 | 1% | 24% | 2.4 | 66 | i | -2 | -3% | 12% | 0.5% | -13% |
| 27 | Cc1ccc(S(=O)(=O)c2c(C(=O)c3ccccc3)cnc3cc4c(cc23)OCCO4)cc1 | -1 | -8 | -6% | ? | 0.1 | 106 | i | 10 | -2% | 6.8% | 2.6% | -7% |
| 28 | Cc1ccccc1-n1nc2c(c1NC(=O)c1ccc(Br)o1)CSC2 | 17 | 15 | -10% | 23% | -0.2 | 64 | i | 6 | 8% | 3.4% | -0.1% | -9% |
| 29 | O=c1cc(N2CCOCC2)[nH]c(=O)n1-c1ccc(Br)cc1 | 6 | 0 | 10% | 16% | -3.5 | 55 | i | -1 | -2% | 2.0% | 0.2% | 1% |
| 30 | CC1Cc2nc(SCC(=O)Nc3nccs3)n(Cc3ccccc3)c(=O)c2S1 (stereo not given) | 4 | 2 | -5% | 2% | -1.4 | 46 | · | · | 4% | 1.7% | -0.6% | -3% |

Arranged by the number under Dengue-2 NS5 capping (lowest first): 3 of the compounds above
cpd | SMILES | Dengue-2 NS5 capping
3 | COCc1cc(C)n(CC(=O)N2CCCC2)c(=O)c1C#N | -6%
11 | O=C(CN(CC1CCCO1)C(=O)CNS(=O)(=O)c1ccc(Cl)cc1)NCc1ccco1 (stereo not given) | -5%
22 | O=C(NC1CCS(=O)(=O)C1)/C(=C\c1ccco1)NC(=O)c1ccccc1 (stereo not given) | 2%

Continuation.
Screens in order – WT yeast gro inh | WT yeast gro inh mutant strain | GPR35 antagonists | AID2073 | NTR1 agonist | NTR1 agonist cell count 20 µM | Autophagy HCS | Autophagy HCS cell loss 18 h | LYP phosphatase | RSV CPE inhibition | K1F lysis inhibition | Dengue-2 NS5 capping
(31) CC[C@]12CCCN3CCc4c(n(c5ccccc45)C(=O)C1)[C@@H]32
→ · | · | · | · | -1.5 | 64 | · | · | · | -1.4% | 7.6% | 3%
(32) Cc1cc(Cl)ccc1OCC(=O)Nc1ccccc1N1CCOCC1
→ 18 | -5 | -24% | 0% | 5.2 | 71 | i | -2 | 7% | ? | 0.0% | -1%
(33) CC1=C(C(=O)Nc2ccccc2)C(c2ccco2)C(C#N)=C(SCC(=O)Nc2cccc(C)c2C)N1 (stereo not given)
→ -13 | 7 | -23% | 9% | 2.5 | 33 | i | -2 | 5% | 1.1% | 0.9%[50 µM] | 0%
(34) COc1ccccc1C(=O)NCc1n[nH]c(=S)n1Cc1ccccc1
→ 1 | 2 | -10% | -5% | 0.5 | 50 | i | 2 | 4% | 1.4% | -0.9% | -4%
(35) COc1ccc(-c2cc(C(=O)N3CCN(c4ncccn4)CC3)c3ccccc3n2)cc1OC
→ · | · | · | · | 5.6 | 50 | · | · | · | 0.1% | -0.5%[50 µM] | -4%
(36) O=C(COC(=O)c1ccc[nH]c1=O)NCCc1ccc(F)cc1
→ -6 | -20 | 0% | 8% | -1.0 | 49 | i | -4 | 0% | 1.7% | 0.2% | 3%
(37) O=C(CCc1ccc(O)cc1)c1c(O)cc(O)cc1O
→ · | · | 6% | 9% | -1.0 | 95 | · | · | -8% | 0.7% | -4.2% | -9%
(38) O=S(=O)(c1ccccc1)n1ccc2cccnc21
→ -7 | 4 | 10% | -6% | -0.8 | 60 | i | 5 | -9% | 1.9% | 0.2% | ·
(39) O=C(NC(=S)NCCN1CCOCC1)c1ccc(F)cc1
→ -10 | 11 | -2% | -3% | 1.2 | 46 | i | -7 | -10% | 0.6% | -13% | -4%
(40) Cc1cc(C(F)(F)F)nn1C(=O)c1cccnc1Cl
→ -4 | 8 | 13% | 9% | 0.0 | 43 | i | 2 | -6% | 1.1% | 1.6% | -4%
(41) Nc1nnc(SCC(=O)OCC(=O)c2ccccc2Br)s1
→ -12 | -14 | -1% | -4% | 2.3 | 43 | i | 5 | -2% | 5.8% | 1.2% | -11%
(42) Cc1ccc(CN2CCN(CC(=O)NCc3ccc(Cl)cc3)C2=O)cc1
→ -15 | -1 | 4% | 5% | -0.3 | 47 | i | 7 | -3% | -0.6% | -1.8%[50 µM] | -3%
(43) COc1ccc(N2CCC(CNC(=O)Nc3cccc(OC)c3)C2)cc1 (stereo not given)
→ · | · | 3% | -62% | -1.5 | 73 | i | 3 | 2% | 2.0% | 0.6% | 2%

Whole records from above. Screens in order: WT yeast gro inh	WT yeast gro inh mutant strain	GPR35 antagonists	AID2073	NTR1 agonist	NTR1 agonist cell count 20 µM	Autophagy HCS	Autophagy HCS cell loss 18 h	LYP phosphatase	RSV CPE inhibition	K1F lysis inhibition	Dengue-2 NS5 capping
`COc1ccc(N2CCC(CNC(=O)Nc3cccc(OC)c3)C2)cc1` (stereo not given) across the screens: ·	·	3%	-62%	-1.5	73	i	3	2%	2.0%	0.6%	2%
`COc1ccc(-c2cc(C(=O)N3CCN(c4ncccn4)CC3)c3ccccc3n2)cc1OC` across the screens: ·	·	·	·	5.6	50	·	·	·	0.1%	-0.5%[50 µM]	-4%

Screening results as filed in PubChem.
